Bioassay records from PubChem.
AmpC no deterg: inhibitors of E. coli AmpC beta-lactamase without detergent; P00811; AmpC nitrocefin hydrolysis, absorbance 480 nm, 0.0001% Triton; Potency, µM (doses to about 57.1 µM), inactives show top-dose activity change, negative = inhibition, actives largely listed as inhibitors; actives 0.52% (n = 330,000);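 also: potency is read from the fitted curve at half-maximal effect; plate controls were no compound for no effect and no enzyme for full effect; nearly all actives have a fitted effect of over 20% in size; some results filed as inactive show a strong effect at the top dose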
Target sequence (P00811 whole entry, looked up): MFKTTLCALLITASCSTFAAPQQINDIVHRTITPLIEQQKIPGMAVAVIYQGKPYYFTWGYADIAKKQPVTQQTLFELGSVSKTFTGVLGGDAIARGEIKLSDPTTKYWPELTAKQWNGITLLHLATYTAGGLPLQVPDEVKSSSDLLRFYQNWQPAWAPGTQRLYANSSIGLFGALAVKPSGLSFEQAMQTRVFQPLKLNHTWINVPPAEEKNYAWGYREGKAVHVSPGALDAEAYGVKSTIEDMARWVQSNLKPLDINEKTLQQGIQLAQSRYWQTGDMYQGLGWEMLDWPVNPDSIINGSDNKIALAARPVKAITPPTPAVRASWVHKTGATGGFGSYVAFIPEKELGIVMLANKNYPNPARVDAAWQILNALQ
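AmpC (5.3 nM in the dispensed reagent) in 20 mM phosphate pH 7.0 with 0.01% (detergent screen) or 0.0001% Triton X-100 was preincubated with compounds for 15 min at room temperature. Nitrocefin was then added from an 800 uM solution, and hydrolysis was followed at 480 nm.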
AmpC detergent: AmpC beta-lactamase inhibition with detergent present | actives 0.041% (n = 370,000) | Potency, µM (highest dose often 114 µM), without a hit: at the highest dose activity change, negative = inhibition, hits mostly inhibitors | P00811 | AID 485294 | AmpC hydrolysis of nitrocefin, absorbance 480 nm, 0.01% Triton;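 also: potency is read from the fitted curve at half-maximal effect; 0% = no-compound wells and -100% = no-enzyme wells; nearly all actives have a fitted effect of over 25% in size; some results filed as inactive show a strong effect at the top dose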
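20 mM phosphate pH 7.0 + 0.01% (detergent screen) or 0.0001% Triton X-100; 5.3 nM AmpC reagent; cpd preinc 15 min RT; nitrocefin (800 uM stock) to start; A480 q20 s × 4 min; Activity was normalised to no-enzyme and no-compound control wells.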
HCMV inh: human cytomegalovirus inhibition | HFF cells, HCMV-luciferase reporter, 72 h; active compounds read low | activity change, negative = inhibition, % at 57.5 µM | actives 4.5% (n = 410,000); in the data active = activity change below about -60%; inconclusive = no clear call, values can overlap the other calls; inactive = above about -39%; also: % is scaled to controls: 0 for no effect and ±100 for the full control effect
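Cell-based, HFFs, 1000 cells/well, 16 h 37C; cpds in DMSO + HCMV-luc, MOI 1 PFU/cell; 72 h 37C; OneGlo luminescence after 5 min RT; norm. to buffer vs Salinomycin 10uM.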
CHX counter: counter-screen for Shiga toxin inhibitors: cycloheximide protein synthesis inhibition. cell reporter, cycloheximide protein synthesis inhibition counterscreen. max response, %. actives 12% (n = 300,000). AID 2314; in the data active = max response mostly above about 13%, no sharp cut-off; inactive = mostly below about 14%; also: read at 38.3 µM for the half of the compounds with a filed dose; 0% is about no effect
Shiga toxin inh: Shiga toxin inhibition | actives 9.2% (n = 290,000) | AID 2315 | inhibition, % at 38.7 µM | Vero cells, Shiga toxin protein synthesis inhibition reporter; in the data active = inhibition mostly above about 28%, no sharp cut-off; inactive = mostly below about 43%; also: 0% is about no effect
FBPA Giardia inh: inhibitors of Giardia lamblia fructose-1,6-bisphosphate aldolase. actives 0.71% (n = 290,000). A8B2U2. purified Giardia FBPA. Potency, µM (doses to about 59.6 µM), inactives show top-dose activity, negative = inhibition, actives largely listed as inhibitors; also: potency is read from the fitted curve at half-maximal effect; % is scaled to controls: 0 for no effect and ±100 for the full control effect; nearly all actives have a fitted effect of over 55% in size
Target sequence (A8B2U2 whole entry, looked up): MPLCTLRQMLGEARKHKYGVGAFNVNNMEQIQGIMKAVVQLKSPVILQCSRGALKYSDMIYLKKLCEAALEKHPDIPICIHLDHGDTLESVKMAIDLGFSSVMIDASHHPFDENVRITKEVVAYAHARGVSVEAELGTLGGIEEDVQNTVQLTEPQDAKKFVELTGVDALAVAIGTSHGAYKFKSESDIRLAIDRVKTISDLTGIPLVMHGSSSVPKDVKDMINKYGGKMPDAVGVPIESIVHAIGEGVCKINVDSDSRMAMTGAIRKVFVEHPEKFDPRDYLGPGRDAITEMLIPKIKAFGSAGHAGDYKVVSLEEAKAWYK
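Giardia FBPA (40 nM reagent) was preincubated 10 min at RT with compound (up to 57.5 uM final), then substrate plus GAPDH/TPI/NAD/arsenate coupling system with diaphorase/resazurin was added; resorufin fluorescence (525/598 nm) was read after 20 min.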
AMA1-RON2 inh: inhibitors of Plasmodium falciparum AMA1-RON2 interaction; actives 0.2% (n = 360,000); Potency, µM (series often up to 58.2 µM), without a hit: top-dose activity change, negative = inhibition, usual class: inhibitors; AlphaScreen AMA1-biotinylated RON2 peptide binding; AID 720542;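 also: potency is read from the fitted curve at half-maximal effect; 0% = vehicle wells and -100% = peptide control; nearly all actives have a fitted effect of over 45% in size; some results filed as inactive show a strong effect at the top dose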
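AMA1 (3D7) with his tag at 25 nM final met compounds first, then biotinylated RON2 peptide at 25 nM; detection used donor plus acceptor beads, 10 µg/mL apiece, read by AlphaScreen after 30 min at room temperature.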
Numbers without * were called inactive; u = inconclusive; x = not tested or not shown; & = joins results of further samples; [ ] = another dose, or the depositor's remark. Unless noted, calls follow the shape of the dose curve; as a rule, active = well fitted curve in the direction sought with a large enough effect; inconclusive = small, poorly fitted or top-dose-only effect, or another doubt; inactive = no such curve, though single readings can be large; an effect the other way counts as inactive or inconclusive.

SMILES | AmpC no deterg | AmpC detergent | HCMV inh | CHX counter | Shiga toxin inh | FBPA Giardia inh | AMA1-RON2 inh
Cc1cc(C)n(C(=O)Cn2nc([N+](=O)[O-])c(Br)c2C)n1 | -20% | 4% | 10 | -3 | 14 | 3% | -10%
Cn1c(CNC(=O)CNC(=O)c2ccc(F)cc2)cc(=O)n(C)c1=O | -17% | 3% | -17 | 13 | -5 | x | 0%
Cc1cc(S(=O)(=O)Nc2ccc(C(=O)N3CCN(c4ccccc4O)CC3)cc2)ccc1F | -10% | -5% | x | 7 | -1 | 0% | 12%
CN(c1ccccc1)c1nc(N)c([N+](=O)[O-])c(N2CCCC2)n1 | -21% | -1% | 29 | 37* | 81* | 4% | -13%
Cc1ccccc1OCC(=O)N/N=C/C=C/c1ccccc1 | -18% | 9% | -4 | -3 | 10 | 2% | 71%[activator]
CC1CC(C)CN(C(=O)CCNC(=O)Cn2ccc3ccccc3c2=O)C1 (stereo not given) | 0% | -4% | 21 | -5 | 33 | -3% | -1%
CCCC12CN(C(=O)c3ccc([N+](=O)[O-])cc3)CC(C)(CN(C(=O)c3ccc([N+](=O)[O-])cc3)C1)C2=O | 13% | -5% | -4 | -1 | 7 | -2% | 17%
Cc1cc(C)nc(SCc2cc(=O)c(OC(=O)c3cc([N+](=O)[O-])ccc3Cl)co2)n1 | -17% | -13% | -35 | -3 | -10 | 10% | 27%
O=C(COC(=O)C1CCCC1)Nc1ncc(Cl)cc1Cl | -20% | u | x | x | x | x | 5%
COc1ccc(/C=C/C(=O)c2ccc(NS(=O)(=O)c3ccc(C)cc3)cc2)cc1O | -30% | -1% | -97* | -2 | -2 | -1% | -1%
CN(C)/C=N/c1sc2c(c1C#N)CC(C)(C)NC2(C)C | -16% | -10% | 3 | 0 | -1 | 1% | 11%
O=S(=O)(c1ccc(OCc2ccc(Br)cc2)cc1)N1CCOCC1 | -18% | 1% | 14 | x | x | x | -10%
COc1cc2c(cc1OC)CN(C(=O)CN1C(=O)NC3(CCC(C)CC3)C1=O)CC2 (stereo not given) | -7% | u | 38 | x | x | x | 16%
CC(CNC(=O)CN1C(=O)C(=O)N(C2CCCC2)C1=O)c1ccccc1 (stereo not given) | -10% | 2% | -2 | x | x | x | -9%
Cc1ccccc1CC(=O)Nc1ccc(S(=O)(=O)N2CCOCC2)cc1 | -6% | 1% | 42 | -2 | 34 | 18% | -2%
COc1cccc(NC(=O)c2ccc(C(=O)c3ccccc3)o2)c1 | -14% | -1% | 61 | 38* | 93* | -8% | -17%
CC(C)(C)OC(=O)C[C@@H]1C/C=C\C[C@@H](CC(=O)N[C@H](CO)Cc2ccccc2)C(=O)NC[C@H](c2ccccc2)OC1=O | 75%[activator] | x | -24 | x | x | x | 8%
COc1cc(OC)cc(C(=O)NCC(=O)OCC(=O)Nc2cc(S(C)(=O)=O)ccc2Cl)c1 | -26% | 2% | -11 | 7 | 2 | -2% | -6%
CCCCCCCCCC(=O)N1CCN(c2cc3c(cc2F)c(=O)c(C(=O)O)cn3CC)CC1 | -2% | 2% | -4 | -4 | -6 | -20% | 0%
CN1CCN(c2c(N)c(=O)oc3ccccc23)CC1 | -13% | -3% | -1 | 1 | 17 | -3% | -3%
NC(=O)C1CC(=O)N(c2ccc(OCc3c(F)cccc3Cl)cc2)C1 (stereo not given) | 23% | 4% | u | 10 | 20 | 4% | -13%
CC(C)C(C(=O)Nc1ccc(N2CCOCC2)cc1)N1C(=O)c2ccccc2C1=O (stereo not given) | -5% | 4% | 60 | -3 | -19 | 0% | -3%
COc1cccc(/C=C2\SC(=S)N(CCC(=O)NC3C=CS(=O)(=O)C3)C2=O)c1 (stereo not given) | 9% | u | -34 | 3 | 9 | 21% | 4%
CC(=O)NCCC(=O)Nc1cc(S(=O)(=O)N2CCOCC2)ccc1Oc1ccccc1 | 35% | u | 13 | -2 | -7 | 6% | 0%
COc1ccc(OC)c(NC(=O)CSc2nnnn2-c2ccc3c(c2)OCO3)c1 | u | -3% | 39 | 1 | 3 | 2% | -6%

Just FBPA Giardia inh, HCMV inh and AmpC detergent, for some of the entries so far:
compound	FBPA Giardia inh	HCMV inh	AmpC detergent
Cc1cc(C)n(C(=O)Cn2nc([N+](=O)[O-])c(Br)c2C)n1	3%	10	4%
Cn1c(CNC(=O)CNC(=O)c2ccc(F)cc2)cc(=O)n(C)c1=O	x	-17	3%
Cc1cc(S(=O)(=O)Nc2ccc(C(=O)N3CCN(c4ccccc4O)CC3)cc2)ccc1F	0%	x	-5%
CN(c1ccccc1)c1nc(N)c([N+](=O)[O-])c(N2CCCC2)n1	4%	29	-1%
Cc1ccccc1OCC(=O)N/N=C/C=C/c1ccccc1	2%	-4	9%
CC1CC(C)CN(C(=O)CCNC(=O)Cn2ccc3ccccc3c2=O)C1 (stereo not given)	-3%	21	-4%

The listing continues:
SMILES | AmpC no deterg | AmpC detergent | HCMV inh | CHX counter | Shiga toxin inh | FBPA Giardia inh | AMA1-RON2 inh
C/C(CC(=O)Nc1ccc(Cl)c(C(F)(F)F)c1)=N\NC(=O)c1cnccn1 | 24% | -5% | -23 | 41* | 74* | 2% | 81%[activator]
CN(CCC1CCOCC1)Cc1nc(Cc2ccccc2F)no1 | 21% | -4% | -22 | -2 | -7 | 1% | -13%
Cc1ccc(S(=O)(=O)Nc2ccc(O)c3ccccc23)c(C)c1 | u | -5% | u | 12 | 28 | u | -8%
CC(C)(C)n1nnnc1C(c1ccncc1)N1CCN(c2ccc(O)cc2)CC1 (stereo not given) | -11% | -11% | -11 | -2 | 26 | u | 5%
Cc1ccccc1OCC(=O)Nc1ccccc1N1CCOCC1 | -10% | -10% | -14 | 1 | -8 | 4% | -2%
COc1cc(OC)cc(C(=O)N[C@H](C(=O)NCCc2c[nH]c3ccccc23)C(C)C)c1 | -37% | 1% | 17 | -4 | -11 | -6% | -23%
CC(=O)c1cc(F)ccc1OCC(=O)Nc1ccc2c(c1)OCO2 | -17% | x | 21 | x | x | x | -1%
COC(=O)c1cc(NC(=O)Cn2nc(C)n3cccc3c2=O)cc(C(=O)OC)c1 | -11% | 1%&5% | -34&9 | 4 | 9 | 10% | 13%
CCOc1ccc(CN2CCNC(=O)C2CC(=O)NCCc2nc(C)c3c(n2)CCC3)cc1 (stereo not given) | 188%[activator] | -2% | 17 | -3 | -3 | -8% | 20%
CCOC(=O)C1(CCOc2ccccc2)CCN(CC(O)CO)CC1 (stereo not given) | -13% | 5% | 50 | 2 | 0 | 7% | -5%
CNC[C@H](CC1CCCCC1)NC[C@H](CO)NCCc1cccc(C(F)(F)F)c1 | 113%[activator] | u | -100* | -7 | -11 | 22% | 107%[activator]
CC(=O)OC(COC1C[C@@H]2CC[C@@]1(C)C2(C)C)C[N+]1(C)CCCCC1 (stereo not given in full) | 19% | -9% | -18 | -2 | 5 | 0% | 5%
Cc1ccc2cc(C(c3nnnn3CC3CCCO3)N3CCc4ccccc4C3)c(=O)[nH]c2c1 (stereo not given) | -10% | -6% | 27 | -4 | -5 | u | -8%
Cn1ccc(O)c(C#N)c1=O | 2% | 2% | -26 | -1 | 9 | -1%&25% | 8%
CN(C)c1nc2c(c(=O)[nH]c(=O)n2C)n1Cc1ccc(F)cc1 | -4% | -4% | 6 | -1 | -2 | 1% | -1%
COC(=O)c1c(NC(=O)Cc2ccccc2)sc2c1CCN(C(C)C)C2 | 24% | -11% | -28 | 1 | -6 | 11µM* | 2%
O=C(NCc1ccc2c(c1)OCO2)c1cccc(N2CCCC2=O)c1 | -15% | -12% | -10 | -5 | -18 | -7% | 0%
O=C(Nc1ccc(S(=O)(=O)N2CCCC2)cc1)c1c(F)cccc1F | -21% | 4% | -6 | -2 | 9 | x | 0%
COc1ccc(-c2noc(C3CCCN(C(=O)c4ccccc4OC)C3)n2)cc1OC (stereo not given) | 117%[activator] | -9% | 38 | 23* | 29 | -1% | -5%
CCN(CCNC(=O)Cn1cc2c(n1)CCCC2)c1ccccc1 | -15% | u | 10 | -2 | 2 | -2% | -6%
C=CCn1c(SCc2ccc(C(=O)NCCO)cc2)nc2sc(C)c(C)c2c1=O | 196%[activator] | 6% | -25 | 9 | -13 | 6% | -15%
COc1ccc(C2CC3(CC(C)(C)NC(SC)=N3)Oc3cc(O)cc(C)c32)cc1 (stereo not given) | 53% | -13% | -76* | -6 | -11 | -5% | -10%
Cc1cc(C)c(C#N)c(N2CCN(S(=O)(=O)Cc3ccccc3)CC2)n1 | -10% | 3% | 15 | 0 | -8 | 1% | 0%
COc1cccc(CC(=O)NCC2(N3CCCCC3)CCCCC2)c1 | -36% | 5% | u | -2 | -14 | -10% | 0%
CCN1C(=O)CC(N2CCC(Cc3ccccc3)CC2)C1=O (stereo not given) | 21% | -9% | 0 | -2 | 14 | 1% | 2%
CCOC(=O)C1=NNC(C(=O)c2ccc(C)cc2)C1c1ccc(OC)cc1 (stereo not given) | -6% | 0% | -39 | 13 | -15 | -6% | 21%
CCC(C)N1Cc2ccccc2C1=N (stereo not given) | -14% | u | u | 0 | -15 | 7% | -4%
Cc1cc(C(=O)COC(=O)c2ccccc2O)c(C)n1CC1CCCO1 (stereo not given) | -1% | -10% | -73* | x | x | x | -21%
O=C(Nc1ccc(Cl)cc1)N(Cc1nnc2n1CCCCC2)c1ccccc1 | 33% | u | 3 | -2 | -7 | 5% | 3%

Three records drawn at random from those above, as already listed:
SMILES | AmpC no deterg | AmpC detergent | HCMV inh | CHX counter | Shiga toxin inh | FBPA Giardia inh | AMA1-RON2 inh
COc1ccc(C2CC3(CC(C)(C)NC(SC)=N3)Oc3cc(O)cc(C)c32)cc1 (stereo not given) | 53% | -13% | -76* | -6 | -11 | -5% | -10%
COC(=O)c1cc(NC(=O)Cn2nc(C)n3cccc3c2=O)cc(C(=O)OC)c1 | -11% | 1%&5% | -34&9 | 4 | 9 | 10% | 13%
O=C(Nc1ccc(S(=O)(=O)N2CCCC2)cc1)c1c(F)cccc1F | -21% | 4% | -6 | -2 | 9 | x | 0%

A few values from the results shown.
CC1CC(C)CN(C(=O)CCNC(=O)Cn2ccc3ccccc3c2=O)C1 (stereo not given) – Shiga toxin inh: 33
COc1cc(OC)cc(C(=O)NCC(=O)OCC(=O)Nc2cc(S(C)(=O)=O)ccc2Cl)c1 – Shiga toxin inh: 2
CCOC(=O)C1=NNC(C(=O)c2ccc(C)cc2)C1c1ccc(OC)cc1 (stereo not given) – HCMV inh: -39
COc1cccc(CC(=O)NCC2(N3CCCCC3)CCCCC2)c1 – Shiga toxin inh: -14

An unsorted share of the library; overall some 16% were active at least once.
